# OPRM1-OPRD1 inv: inverse agonists of human mu-delta opioid receptor heterodimerization | cell-based MOR-DOR heterodimer luminescence, inverse agonism | P35372+P41143 | AID 504357 | actives 0.21% (n = 340,000) | inhibition, % at 9.3 µM; in the data active = inhibition above about 22%, passing the limit was not always enough;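 also: 0% = cells with DMSO and 100% = wells without cells with DMSO; values of inactives mirror those of a sister screen read the other way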
# Target sequence (P35372 whole entry, looked up): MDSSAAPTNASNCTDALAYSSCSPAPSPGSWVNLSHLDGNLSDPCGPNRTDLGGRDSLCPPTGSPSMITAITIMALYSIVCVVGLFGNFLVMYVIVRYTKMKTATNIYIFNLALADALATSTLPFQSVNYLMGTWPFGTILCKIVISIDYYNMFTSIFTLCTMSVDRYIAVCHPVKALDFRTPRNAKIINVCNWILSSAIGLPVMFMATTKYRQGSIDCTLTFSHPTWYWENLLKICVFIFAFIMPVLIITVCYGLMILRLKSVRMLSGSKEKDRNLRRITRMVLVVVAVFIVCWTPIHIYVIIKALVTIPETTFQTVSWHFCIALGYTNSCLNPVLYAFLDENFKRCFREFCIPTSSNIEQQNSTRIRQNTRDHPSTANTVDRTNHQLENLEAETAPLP
# Target sequence (P41143 whole entry, looked up): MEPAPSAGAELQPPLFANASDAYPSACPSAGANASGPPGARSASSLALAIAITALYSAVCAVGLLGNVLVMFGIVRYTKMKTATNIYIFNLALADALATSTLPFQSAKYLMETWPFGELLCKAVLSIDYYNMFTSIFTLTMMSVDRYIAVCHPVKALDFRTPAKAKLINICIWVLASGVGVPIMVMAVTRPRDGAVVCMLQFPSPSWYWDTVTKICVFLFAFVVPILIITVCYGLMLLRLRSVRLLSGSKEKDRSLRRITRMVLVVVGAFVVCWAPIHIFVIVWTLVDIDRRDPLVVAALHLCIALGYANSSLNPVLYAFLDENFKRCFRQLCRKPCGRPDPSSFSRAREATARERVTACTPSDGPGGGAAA
# SUMO Mot1 rescue: SUMOylation pathway inhibition by Mot1-301 growth rescue; AID 2716; actives 1% (n = 320,000); S. cerevisiae Mot1-301 growth rescue, ATP luminescence, 38.5C; percent above DMSO median, 100 means doubled; growth rescue, % at 18.8 µM;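 active = every valid replicate shows activation above 250% relative to neutral control wells; inactive = the rest, any valid replicate at or below 250%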;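 also: OY570 slx delta 5 strain wells were the positive control but not used for scaling; some compounds called inactive have numbers as strong as hits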
# PKA-R2B act: activates the human PKA-R2B holoenzyme complex. AID 504700. activation, % at 11.4 µM. PKA-R2B holoenzyme dissociation, Cy5-IP20 fluorescence polarization; R2B truncated from residue 108, S112A mutant; 0% DMSO only, 100% 113 µM cGMP. P22694+P31323. actives 0.079% (n = 340,000);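 active = activation above a cutoff set at the mean over all compounds plus 3 SD, cut at about 18% in these data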;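 also: higher means more holoenzyme dissociation and a rise in polarization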
# PfHsp90 yeast 2: inhibits growth of yeast expressing Plasmodium falciparum Hsp90; S. cerevisiae expressing PfHsp90, BacTiter-Glo ATP, 48 h; yeast lacking PDR1 and PDR3 efflux regulators; inhibition, % at 9.4 µM; actives 0.32% (n = 310,000); AID 504621;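 active = every replicate shows inhibition above about 80%, whatever the replicate mean, limit read from the data; inconclusive = mean inhibition reaches the set limit but some replicate falls short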;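 also: 0% = DMSO neutral controls and 100% = 20 µM radicicol positive controls; yeast relying on Plasmodium falciparum Hsp90 in place of its own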
# phage Ecoli inh: E. coli growth loss with phage present; actives 0.26% (n = 360,000); growth absorbance; inhibition, % at 11.9 µM; in the data active = inhibition above about 11%
# Ecoli viability: bacterial growth inhibition, counter-screen for AddAB inhibitors. E. coli V3065 growth, OD600 absorbance, 18 h. inhibition, % at 11.9 µM. actives 0.27% (n = 330,000). AID 449728;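 active = inhibition above the campaign's mean inhibition across all tested compounds plus 3 SD, cut at about 9.9% in these data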;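 also: uninfected addAB+ strain grown without phage in ampicillin broth; 0% = DMSO wells and 100% = ciprofloxacin 0.95 µg/ml wells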
# PKA-R1A activ: activates the PKA-R1A holoenzyme complex; actives 0.083% (n = 340,000); P00514+P68181; activation, % at 11.4 µM; PKA-R1A dissociation, Cy5-IP20 fluorescence polarization; scaled: DMSO 0%, 113 µM cGMP 100%;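 active = percent activation above the mean of all tested compounds plus 3 SD, cut at about 19% in these data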;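 also: higher means more PKAc released from R1A so a rise in polarization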
# AddAB inh: less growth of phage-infected E. coli with AddAB. inhibition, % at 11.9 µM. E. coli expressing H. pylori AddAB, absorbance growth. actives 0.29% (n = 330,000); in the data active = inhibition above about 12%;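 also: 0% = vehicle wells of infected cells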
# HTR5A inv ctr: counter-screen for OPRM1-OPRD1 inverse agonists: human HTR5A inverse agonism; inhibition, % at 9.3 µM; P47898; actives 0.083% (n = 340,000); HTR5A cell line, luminescence; in the data active = inhibition mostly above about 23%, no sharp cut-off; inactive = mostly below about 18%;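 also: 0% = cells with DMSO and 100% = no-cell wells with DMSO; some compounds called inactive have numbers as strong as hits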
# MOR-DOR ag: OPRM1-OPRD1 heterodimerization agonism. P35372+P41143. cells, luminescence. activation, % at 9.3 µM. actives 0.3% (n = 340,000); in the data active = activation above about 18%;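 also: 0% = vehicle-treated cells and 100% = reference agonist; values of inactives mirror those of a sister screen read the other way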
# Tat export inh: E. coli Tat transport inhibition | inhibition, % at 10 µM | actives 0.036% (n = 340,000) | E. coli MC4100 TorA-mCherry Tat export, fluorescence;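 active = mean replicate inhibition at least 50% and at least half of replicates individually reaching 50%; inconclusive = only one of the two criteria met; inactive = neither criterion met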;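 also: exported cargo escapes ClpAP degradation while cytoplasmic cargo is degraded and loses fluorescence; 0% = median of neutral control wells and 100% = median of NaSCN control wells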
# The depositor's hits bear a star; ? = inconclusive; . = no result given. Hits appear at their usual frequency. About 2.2% of those tested had a hit in this group.
SMILES,OPRM1-OPRD1 inv,SUMO Mot1 rescue,PKA-R2B act,PfHsp90 yeast 2,phage Ecoli inh,Ecoli viability,PKA-R1A activ,AddAB inh,HTR5A inv ctr,MOR-DOR ag,Tat export inh
COC(=O)C1=C[C@@H](C(=O)OC)[C@@H]2C3=C(C(=O)[C@@]2(C)NC(=O)c2ccccc2)[C@H](C)n2c(=O)n(C)c(=O)n2[C@@H]3C1,5,13,-10,-29,-0.4,0.1,12,-0.8,-5,-0.8,-2
Cc1sc(NC(=O)c2ccc(Br)s2)c(C(N)=O)c1C,-8,408*,-7,0,3.1,-1.2,3,0.9,36,1.4,13
CCCn1c2c(c(O)c(C(=O)Nc3ccc(OC)cc3)c1=O)CCCC2,14,1,-3,18,5.8,-1.9,-11,-0.8,-22,-2.5,-1
CCCc1nnc(SCC(=O)N2CCCCC2)n1CC1CCCO1 (stereo not given),16,32,-3,28,2.8,-2.2,-1,-1.3,-16,-2.5,-6
COc1ccc(CNC(=O)C2CC(c3ccc(F)cc3)=NO2)cc1 (stereo not given),14,-2,0,-32,1.9,-0.2,5,1.0,2,-2.5,1
CSC1=NSC2=NC(=O)/C(=C/c3coc4ccc(O)cc4c3=O)C(=N)N12,2,-3,-8,0,2.1,-1.1,13,-2.9,16,-0.4,-5
Cc1c(C(C)(C)O)[nH]c2ccc(C(F)(F)F)cc12,-13,41,-12,-5,1.9,-2.8,0,2.8,-5,2.3,6
Cc1ccc(-c2nn(CC(=O)O)c(=O)c3ccccc23)cc1,2,20,-6,.,2.1,-4.1,-10,-0.3,-3,-0.3,-9
Cc1ccc(S(=O)(=O)N(C)CC(=O)OCc2nnc(-c3ccccc3)o2)cc1,13,-12,-2,0,0.8,-0.7,-2,0.3,17,-2.1,-7
CCn1c(CCc2ccccc2)n[nH]c1=S,11,0,3,4,-2.8,1.6,3,1.2,10,-2.4,-2
CCN(CCCNC(=O)CCNC(=O)Cn1ccc2ccccc2c1=O)c1ccccc1,7,.,10,14,0.6,.,1,.,10,-1.8,12
Cc1ccccc1NS(=O)(=O)c1cc(C(=O)Nc2cccnc2)ccc1C,-1,4,-7,-18,0.4,-1.2,-4,0.0,8,0.2,7
O=C(Nc1cccnc1)/C(N=Nc1cccnc1)=C(\O)c1ccccc1,6,5,0,7,1.9,-0.2,2,-2.0,-16,-1.1,-1
CCc1cc(C(=O)Cc2nc3ccccc3s2)c(O)cc1OCC(=O)O,9,-11,1,-2,0.5,0.6,-2,-0.5,-9,-1.8,-6
COc1ccc(CNC(=O)c2cc3c(s2)CS(=O)C3)cc1 (stereo not given),-2,-2,2,-1,0.1,1.5,1,-0.2,15,0.4,5
Cn1c2ccccc2c2ccc3c(c21)C(=O)C=CC3=O,-40,.,1,124*,3.3,.,2,.,8,7.7,-10
COc1cc2c(cc1OC)C(c1ccc(-c3ccccc3Cl)o1)=NCC2,-15,-13,-6,.,0.7,0.6,-1,1.4,8,2.7,4
C[C@]12c3[nH]c4cc(-c5ccco5)ccc4c3CCN1C(=O)[C@@H](CC(=O)NCC13CC4CC(CC(C4)C1)C3)C[C@@H]2C(=O)N1CCOCC1,9,.,-5,-16,0.6,-1.1,-9,0.6,6,-1.8,3
COc1ccc(C2CC2/C(C)=N/OC(=O)c2cccs2)cc1 (stereo not given),7,-23,-3,1,3.8,0.2,-3,5.0,11,-1.6,-8
CCn1c(SCC(=O)N=Nc2c(O)[nH]c3ccccc23)nc2ccccc21,1,3,-8,-32,1.1,-0.7,1,-1.1,-23,-0.2,8
COC(=O)c1cc(CSc2nc3ccccc3[nH]2)oc1C,9,12,6,36,1.8,-1.3,-8,0.1,-3,-1.9,12
CC(=O)Nc1ccc(NC(=S)Nc2ccc(F)cc2)cc1,18,-3,-5,-8,3.3,-1.8,-5,4.9,-8,-3.6,-2
O=C(NCCc1ccccn1)C1CCN(S(=O)(=O)c2ccc(Cl)cc2)CC1,-2,-23,5,.,0.5,-1.1,-14,2.6,-4,0.4,5
COc1cc(/C=C2\SC(=O)NC2=O)ccc1OCc1ccc(Cl)nc1,13,9,0,-33,0.7,-0.7,8,-1.2,-2,-2.9,2
CC(SCc1ccccc1)C(=O)N/N=C/c1cccs1 (stereo not given),12,-17,-4,4,-1.2,-0.3,15,4.2,3,-2.3,-14
COc1ccc(CNC2C[C@H]3CCCC(=O)N4CC[C@@H](C2)[C@@H]34)cc1 (stereo not given in full),0,.,-1,-3,3.0,0.0,-7,0.9,5,0.2,-3
COc1ccccc1NS(=O)(=O)c1cc(NC(=O)/C=C/c2cccs2)ccc1N1CCOCC1,-2,153,3,7,3.4,1.0,1,3.2,4,0.5,-8
CC1CCc2c(sc(NC(=O)C3c4ccccc4Oc4ccccc43)c2C(N)=O)C1 (stereo not given),-12,9,-6,68,2.2,-0.3,-8,2.1,-3,2.1,-3
CC(C)c1ccc(NC(=O)c2snc3ccc(Cl)cc23)cc1,-26,-7,-2,-13,3.9,-2.6,4,-3.0,14,5.3,?
CC(=O)Cc1nsc(Nc2ccc(C)cc2)n1,-4,-7,-4,39,3.2,0.0,-10,-0.4,-3,0.8,-5

# An excerpt from above, showing only Tat export inh.
compound | Tat export inh
CCn1c(SCC(=O)N=Nc2c(O)[nH]c3ccccc23)nc2ccccc21 | 8
COc1ccc(CNC2C[C@H]3CCCC(=O)N4CC[C@@H](C2)[C@@H]34)cc1 (stereo not given in full) | -3

# (more compounds)
SMILES,OPRM1-OPRD1 inv,SUMO Mot1 rescue,PKA-R2B act,PfHsp90 yeast 2,phage Ecoli inh,Ecoli viability,PKA-R1A activ,AddAB inh,HTR5A inv ctr,MOR-DOR ag,Tat export inh
Cc1ccc(S(=O)(=O)Nc2cccc(C(=O)NCCCn3ccnc3)c2)cc1F,-4,2,-10,1,2.6,-0.1,4,0.3,-16,0.7,-6
O=C(c1ccc(NC(=S)NCc2ccco2)cc1)N1CCOCC1,4,-10,-12,16,1.9,-0.2,-10,1.9,-3,-0.7,-3
CCc1nn(CC(=O)NCCC(C)C)c(=O)c2cc3c(OC)cccc3n12,17,-14,10,11,1.7,-2.2,1,-2.2,-6,-2.9,-3
O=C(CC(C(=O)O)c1ccccc1)c1cccs1 (stereo not given),-7,-12,-7,-12,2.5,1.0,5,-0.7,6,1.3,-8
Cc1ccc(C(=O)Nc2ccc3c(c2)OCO3)cc1S(=O)(=O)N1CCOCC1,10,-9,2,-29,0.3,0.3,-1,2.0,7,-1.9,-1
CCOC(=O)c1ccc(Nc2cc(C)nc3ncnn23)cc1,8,-7,4,-7,1.9,-0.2,-13,-0.6,-40,-1.5,-5
CCOC(=O)C(=O)Nc1ccccc1C#N,0,-17,-7,12,2.5,-3.6,-4,1.8,-30,0.0,3
CC(=O)Nc1ccc(NS(=O)(=O)C(F)(F)F)cc1,15,234,0,.,3.9,-2.8,-4,-1.0,-4,-3.1,12
CCSc1nnc(NC(=O)C(C)(C)C)s1,-1,7,-4,-12,4.0,1.1,-13,-1.3,4,0.1,-1
O=C(CNC(=O)c1ccccc1Cl)N/N=C/c1ccc2c(c1)OCO2,9,0,-3,-32,1.5,-1.3,-1,1.7,9,-1.7,-3
COc1ccc(C(C(=O)NC(C)(C)C)N(Cc2cccnc2)C(=O)CCC(=O)Nc2cc(C)on2)cc1 (stereo not given),8,0,-8,6,1.8,-1.6,-4,1.8,3,-1.2,3
COc1ccc(NC(=O)C2CC(c3c(F)cccc3Cl)=NO2)cc1 (stereo not given),9,9,-1,13,1.0,1.2,3,1.6,5,-1.6,2
CCOc1ccccc1NC(=O)CCCN1C(=S)NC(C)(C)CC1C (stereo not given),13,6,-5,-20,1.3,-2.0,-2,-1.2,-16,-2.4,4
C=C(C)c1cccc(C(C)(C)NC(=O)Nc2ccc(C(C)=O)cc2)c1,-8,-14,-3,9,-3.5,-2.9,-10,2.9,-9,1.4,1
Cc1ccc(O)c(C(=O)c2cnn(C(=O)COc3ccc(Cl)cc3)c2)c1,0,33,1,-5,2.5,-0.7,-3,2.5,15,0.1,0
OCCC1CN(Cc2cccc(-c3ccco3)c2)CCN1Cc1ccsc1 (stereo not given),-7,-1,-5,-1,4.1,-2.7,9,0.1,16,1.0,0
CCOc1ccc2[nH]c3c(NCCCOC)ncnc3c2c1,3,352,-4,-11,2.9,.,8,.,-12,-0.5,-4
CCCC(C(=O)NC1CCCC1)N(CCN(CC)CC)C(=O)c1snc(C(N)=O)c1N (stereo not given),-5,106,-2,-7,0.3,2.1,0,2.3,18,0.7,2
CNC(=O)CSc1nnc(-c2ccc3c(c2)OCO3)n1C,11,.,3,-3,4.7,0.4,-12,1.9,0,-2.3,-7
CCCn1c(N)c(N(CCOC)C(=O)c2cc3c(s2)CCCCC3)c(=O)[nH]c1=O,12,-9,-5,-9,1.2,1.3,-11,1.8,-11,-2.4,0
O=C(c1cccc(Cl)c1)N1CCn2c1nc1ccccc12,.,-8,-10,22,-0.8,0.3,-7,0.3,.,.,11
C=CCNC(=S)N(CC)c1cccc2ccccc12,1,-18,7,-32,4.3,-1.0,-5,2.8,9,-0.2,3
Clc1cc(Cl)cc(CN2CCSCC2)c1,5,12,7,-7,-0.4,-1.6,-8,0.5,-6,-1.1,-17
O=C(NC(NC1CCS(=O)(=O)C1)C(Cl)(Cl)Cl)c1ccc(Br)cc1 (stereo not given),2,15,11,.,0.6,-0.2,-16,2.9,-25,-0.3,0
O=C(Nc1c2c(nc3c1CCC3)CCCC2)c1ccccn1,11,5,1,28,2.9,-1.0,-5,0.9,-2,-2.2,3
Cc1ccc(-c2nnn(CC(=O)NCCC3=CCCCC3)n2)cc1,-42,230,-4,2,3.2,0.4,0,-0.3,-9,8.3,-1
CCCCN(C(=O)c1cccc(S(=O)(=O)N2CC(C)OC(C)C2)c1)c1c(N)n(CCCC)c(=O)[nH]c1=O (stereo not given),12,-9,-6,6,1.4,0.6,3,1.5,3,-2.2,-15
C=CCNC(=O)NC(=O)c1csc([N+](=O)[O-])c1,-9,5,1,-6,3.0,1.9,11,2.0,-46,1.9,-3
COc1cc2c(cc1OC)CN(CC(=O)Nc1ccc(Cl)c(S(=O)(=O)N(C)C)c1)CC2,-2,-24,3,.,.,1.5,-23,0.1,-6,0.5,0
COc1ccc(C(=O)N2CCCC(CNC(=O)c3ccccc3Cl)C2)o1 (stereo not given),9,-7,-1,-20,-0.6,-1.0,-17,2.6,12,-1.8,-1
O=C1CS(=O)CN1c1ccc(Oc2ccccc2)cc1 (stereo not given),-1,-12,-11,9,2.5,0.7,1,-0.7,3,0.1,0
CC[C@@]12C(=O)N(c3cccc(F)c3)C(=O)N1[C@H](c1ccc(F)cc1)[C@@H]1C(=O)N(C3CCCCC3)C(=O)[C@@H]12,8,41,-2,.,.,-1.4,-4,4.3,-14,-1.4,6
